Screens as filed in PubChem BioAssay.
IMP-1 inh: IMP-1 metallo-beta-lactamase inhibitors, primary screen, biochemical, epi-absorbance readout, Pseudomonas aeruginosa enzyme; purified IMP-1, nitrocefin hydrolysis, epi-absorbance fluorescence; inhibition, % at 5.6 µM; actives 0.45% (n = 290,000);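 active = inhibition above the mean plus 3 SD of all compounds in the same screening run, cut at about 4.5% in these data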;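 note: 0% = IMP-1 with DMSO and 100% = DMSO wells lacking enzyme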
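System: Purified IMP-1 | Read-out basis: Percent enzyme inhibition | Controls: IMP-1 with DMSO as 0%, enzyme-free DMSO as 100% | Replicates: One well per compound | Doses: 5.6 µM nominal single concentration | Detection: Epi-absorbance fluorescence, 480 nm excitation, 530 nm emission | Incubation: 25 °C, 15 min preincubation, 25 min reaction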
OXTR ag: human OXTR agonists, primary screen, fluorescence, CHO-OTR cells, Fluo-8 calcium; Oxytocin receptor (Homo sapiens), P30559; Fluo-8 calcium fluorescence; normalized: DMSO 0%, oxytocin 100%; activation, % at 3 µM; actives 0.32% (n = 320,000); AID 2435, 2010;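 active = activation above the mean of all tested compounds plus 3 SD, cutoff set per screening run, cut at about 20% in these data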;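 note: peak over basal fluorescence ratio from a 100 s FLIPR kinetic read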
Target sequence (P30559 whole entry, looked up): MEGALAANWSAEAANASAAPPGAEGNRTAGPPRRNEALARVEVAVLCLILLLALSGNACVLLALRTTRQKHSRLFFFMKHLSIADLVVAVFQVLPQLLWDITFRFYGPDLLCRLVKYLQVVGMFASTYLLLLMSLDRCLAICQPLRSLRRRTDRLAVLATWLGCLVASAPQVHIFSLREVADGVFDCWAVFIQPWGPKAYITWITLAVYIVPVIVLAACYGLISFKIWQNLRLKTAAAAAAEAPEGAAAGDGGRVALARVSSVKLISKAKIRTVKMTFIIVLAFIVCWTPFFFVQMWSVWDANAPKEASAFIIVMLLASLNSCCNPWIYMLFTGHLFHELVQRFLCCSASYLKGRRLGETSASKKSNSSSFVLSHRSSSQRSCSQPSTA
VIM-2 inh: VIM-2 metallo-beta-lactamase inhibitors, primary screen, biochemical, epi-absorbance readout, Pseudomonas aeruginosa enzyme; purified VIM-2, nitrocefin hydrolysis, epi-absorbance fluorescence; inhibition, % at 5.6 µM; actives 0.89% (n = 290,000); AID 1527, 2009;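 active = inhibition above the mean of all tested compounds plus 3 SD, cutoff set per screening run, cut at about 7.5% in these data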;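 note: red hydrolysis product quenches plate fluorescence so inhibitors raise well fluorescence; 0% = enzyme with DMSO and 100% = DMSO without enzyme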
FID counter: compounds displacing fluorescent DNA intercalator, primary screen, artefact control for HCV NS3 helicase inhibitor project, biochemical, FID fluorescence; inhibition, % at 7.9 µM; DNA fluorescent intercalator displacement; actives 0.17% (n = 290,000); AID 1845, 2009; in the data active = inhibition above about 37%;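 note: 0% = vehicle and 100% = reference compound; higher means more ethidium bromide displaced from hairpin DNA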
NS3 helicase inh: inhibitors of HCV NS3 helicase, primary screen, biochemical, Cy5 molecular beacon fluorescence; Hepatitis C virus NS3 helicase; NS3 helicase DNA unwinding; inhibition, % at 10.9 µM; actives 0.56% (n = 290,000);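 active = inhibition above the mean of all tested compounds plus 3 SD, set per campaign, cut at about 35% in these data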;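 note: 0% = DMSO wells and 100% = thioflavine S control wells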
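Assay system: hepatitis C virus NS3 helicase domain fragment enzyme. Also added: annealed dual-labelled DNA beacon duplex, ATP-started. Timing: 1 h reaction at 25 °C, ATP-initiated. Technique: Cy5 fluorescence at 0 and 60 min, beacon hairpin quenching. Evaluation: % inhibition of unwinding. Replication: one well per compound.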
PHOSPHO1 inh: PubChem AID 1565; Phosphoethanolamine/phosphocholine phosphatase (Homo sapiens), Q8TCT1; recombinant PHOSPHO1, absorbance phosphatase assay; actives 1.1% (n = 290,000); inhibition, % at 13.3 µM; in the data active = inhibition above about 60%
Target sequence (Q8TCT1 whole entry, looked up): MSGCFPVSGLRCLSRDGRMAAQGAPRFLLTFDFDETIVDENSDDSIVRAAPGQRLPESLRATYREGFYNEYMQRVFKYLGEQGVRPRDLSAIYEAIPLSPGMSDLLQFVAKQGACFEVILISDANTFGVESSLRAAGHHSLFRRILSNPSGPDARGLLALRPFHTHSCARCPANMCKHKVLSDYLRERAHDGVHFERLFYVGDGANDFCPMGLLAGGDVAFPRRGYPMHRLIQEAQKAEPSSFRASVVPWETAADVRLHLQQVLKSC
GalR3 antag: GalR3 antagonists in HEK293 cells, primary screen, cell-based, fluorescence readout; Galanin receptor type 3 (Homo sapiens), O60755; HEK293 GalR3-CNG cAMP membrane potential fluorescence; galR3 body fused to GalR1 C-terminus; inhibition, % at 3 µM; actives 0.44% (n = 360,000); AID 651719, 2012;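 active = inhibition above the screen-wide average plus 3 SD, cut at about 13% in these data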;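 note: forskolin and galanin both at EC90 stimulate the cells; cAMP rise reported by CNG channel membrane potential dye signal; 0% = forskolin plus galanin with DMSO and 100% = forskolin alone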
V1R ag counter: agonists of human V1a receptor, primary screen, counter-screen for OXTR agonist project, fluorescence, CHO-V1R cells; Fluo-8 calcium fluorescence, agonist mode; 0% DMSO, 100% 3 nM vasopressin; activation, % at 3 µM; actives 0.25% (n = 320,000); AID 2797, 2010;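 active = activation above the mean activation of all tested compounds plus 3 SD, per screening run, cut at about 20% in these data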;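 note: signal is peak over basal fluorescence ratio across a 100 second FLIPR read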
GPR7 antag: GPR7 receptor antagonists, primary screen, cell-based, fluorescence, single concentration | GPR7-expressing cells, fluorescence antagonist assay | inhibition, % at 4.4 µM | actives 1.1% (n = 290,000) | AID 1861, 2009; in the data active = inhibition above about 16%, passing the limit was not always enough;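 note: cells stimulated with the agonist NPW; 0% = agonist with vehicle and 100% = vehicle without agonist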
Target sequence (P48145 whole entry, looked up): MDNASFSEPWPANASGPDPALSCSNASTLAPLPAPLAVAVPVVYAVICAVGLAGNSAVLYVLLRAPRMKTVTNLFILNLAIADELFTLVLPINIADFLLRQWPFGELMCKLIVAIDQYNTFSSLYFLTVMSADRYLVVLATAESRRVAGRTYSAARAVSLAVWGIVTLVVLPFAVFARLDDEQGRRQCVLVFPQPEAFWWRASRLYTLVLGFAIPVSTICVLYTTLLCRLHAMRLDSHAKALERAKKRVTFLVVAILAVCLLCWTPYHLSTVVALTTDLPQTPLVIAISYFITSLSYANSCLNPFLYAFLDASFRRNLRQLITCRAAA
Starred values were filed as active, the others as inactive. Hits appear at their usual frequency (roughly 4.3% active in at least one column).

O=C(NN1C(=O)C2C(c3ccccc3)C=CC(c3ccccc3)C2C1=O)c1cccc(Br)c1 (stereo unspecified) was read as IMP-1 inh 21*, OXTR ag 14, VIM-2 inh 2.8, FID counter -15, NS3 helicase inh -5, PHOSPHO1 inh -9, GalR3 antag -6, V1R ag counter 0.6 and GPR7 antag 0.
Screening O=c1[nH]cnc2sc3c(c12)CCC3 returned IMP-1 inh -2.8, OXTR ag -0.3, VIM-2 inh 0.8, FID counter 0, NS3 helicase inh -9, PHOSPHO1 inh 16, GalR3 antag -3, V1R ag counter 0.3 and GPR7 antag -4.
Screening COc1ccc(NC(=O)COC(=O)C(CC(C)C)N2C(=O)C3CC=CCC3C2=O)cc1Cl (stereo unspecified) returned IMP-1 inh -2.6, OXTR ag -0.1, VIM-2 inh -2.1, FID counter -23, NS3 helicase inh -4, PHOSPHO1 inh -9, GalR3 antag -1, V1R ag counter 1.6 and GPR7 antag -4.
For CC(C)CNC(=O)c1ccc(Cl)c(NC(=O)COc2ccccc2)c1 the results were IMP-1 inh -2.6, OXTR ag -0.2, VIM-2 inh -0.5, FID counter 0, NS3 helicase inh 0, PHOSPHO1 inh 37, V1R ag counter 1.7 and GPR7 antag -7.
For CCOC(=O)N1CCN(c2cc(=O)n(-c3ccccc3C)c(=O)[nH]2)CC1 the results were IMP-1 inh -2.6, OXTR ag 0.7, VIM-2 inh -0.1, FID counter -14, NS3 helicase inh 0, PHOSPHO1 inh -5, GalR3 antag 1, V1R ag counter 0.0 and GPR7 antag -4.
For O=C(CCl)N(c1ccccc1)c1ccccc1 the results were IMP-1 inh -1.1, VIM-2 inh -0.7, FID counter 0, NS3 helicase inh 4, PHOSPHO1 inh 48, GalR3 antag -5 and GPR7 antag -13.
Screening Oc1c(I)cc(I)c2cccnc12 returned IMP-1 inh -0.5, OXTR ag 0.5, VIM-2 inh -2.3, FID counter -3, NS3 helicase inh 2, PHOSPHO1 inh 8, GalR3 antag -2, V1R ag counter 0.8 and GPR7 antag 11.
Screening O=C(NC(=S)Nc1ccc2oc(=O)ccc2c1)c1ccc(-c2cccc(Cl)c2Cl)o1 returned IMP-1 inh -2.9, OXTR ag -0.4, VIM-2 inh -1.1, FID counter -2, NS3 helicase inh 6, PHOSPHO1 inh 6, V1R ag counter 0.5 and GPR7 antag -10.
`Cc1cccc(CC(C)NC(=O)c2cc(COc3ccc(C)c(C)c3)on2)n1` (stereo unspecified) gave IMP-1 inh -0.9, OXTR ag 0.5, VIM-2 inh -2.2, FID counter -13, NS3 helicase inh -7, PHOSPHO1 inh 23, GalR3 antag 1, V1R ag counter 2.4 and GPR7 antag -14.
`O=C(Cn1nnc(-c2ccccc2Cl)n1)N/N=C/c1ccc(-c2cccc(Cl)c2)o1` gave IMP-1 inh -2.6, OXTR ag -0.9, VIM-2 inh -4.4, FID counter -2, NS3 helicase inh 17, PHOSPHO1 inh 11, GalR3 antag -9, V1R ag counter -0.4 and GPR7 antag -8.
For CCn1nc(C)c(C(=O)Nc2cc(Oc3ccc(Cl)cc3)cc([N+](=O)[O-])c2)c1C the results were IMP-1 inh -1.6, OXTR ag 0.7, VIM-2 inh -2.5, FID counter -4, NS3 helicase inh -10, PHOSPHO1 inh 12, GalR3 antag -2, V1R ag counter 0.6 and GPR7 antag 0.
`Fc1cc(F)c(NC(=S)N2CCOCC2)c(F)c1` gave IMP-1 inh -4.8, OXTR ag 2.0, VIM-2 inh -1.8, FID counter -9, NS3 helicase inh 2, PHOSPHO1 inh 37, GalR3 antag -11, V1R ag counter -0.6 and GPR7 antag 6.
COc1ccccc1CCNS(=O)(=O)c1ccc(C(=O)O)n1C was read as IMP-1 inh -1.1, OXTR ag 0.6, VIM-2 inh -1.9, FID counter 0, NS3 helicase inh -1, PHOSPHO1 inh 6, GalR3 antag -4, V1R ag counter -0.2 and GPR7 antag -11.
Screening COc1cc(CNCc2cc(OC)c(OC)c(OC)c2)cc(OC)c1 returned IMP-1 inh -0.4, OXTR ag 1.3, VIM-2 inh -0.5, FID counter 18, NS3 helicase inh -11, PHOSPHO1 inh 30, GalR3 antag -12, V1R ag counter 1.7 and GPR7 antag 6.
Screening O=C(NC(=O)N1CCOCC1)c1ccccc1 returned IMP-1 inh -1.5, OXTR ag 0.6, VIM-2 inh -0.5, FID counter -9, NS3 helicase inh -4, PHOSPHO1 inh -10, GalR3 antag -2, V1R ag counter 1.2 and GPR7 antag -5.
For C/C(=N\NC(=S)NC1CCCCC1)c1ccc(C#N)cc1 the results were IMP-1 inh -3.2, OXTR ag -1.3, VIM-2 inh -1.9, FID counter 5, NS3 helicase inh 3, PHOSPHO1 inh 1, GalR3 antag 0, V1R ag counter -0.4 and GPR7 antag -4.
Screening Cc1ccc(O)c(NC(=O)c2noc(C(C)C)c2[N+](=O)[O-])c1 returned IMP-1 inh -3.5, OXTR ag -1.4, VIM-2 inh -2.8, FID counter 4, NS3 helicase inh -13, PHOSPHO1 inh -5, GalR3 antag -1, V1R ag counter -0.5 and GPR7 antag -9.
Screening Cc1ccc(N)cc1-n1c(C)ccc1C returned IMP-1 inh -4.9, OXTR ag 1.1, VIM-2 inh -1.9, FID counter 7, NS3 helicase inh -16, PHOSPHO1 inh -70, GalR3 antag -2, V1R ag counter -1.4 and GPR7 antag -8.
CCOc1ccc(/C(CCC(=O)O)=N/NC(=S)NC(C)C)cc1 was read as IMP-1 inh -2.7, OXTR ag -1.1, VIM-2 inh -3.2, FID counter -14, NS3 helicase inh 3, PHOSPHO1 inh -40, GalR3 antag -5, V1R ag counter 0.1 and GPR7 antag -1.
Screening COc1ccc(Cc2c(N)nc(C)nc2N)cc1 returned IMP-1 inh -3.0, OXTR ag 1.4, VIM-2 inh 0.2, FID counter 2, NS3 helicase inh 6, PHOSPHO1 inh 37, GalR3 antag -4, V1R ag counter 0.3 and GPR7 antag -12.

Compounds from the list above that have a nitro group on carbon (two):
For CCn1nc(C)c(C(=O)Nc2cc(Oc3ccc(Cl)cc3)cc([N+](=O)[O-])c2)c1C the results were IMP-1 inh -1.6, OXTR ag 0.7, VIM-2 inh -2.5, FID counter -4, NS3 helicase inh -10, PHOSPHO1 inh 12, GalR3 antag -2, V1R ag counter 0.6 and GPR7 antag 0.
Screening Cc1ccc(O)c(NC(=O)c2noc(C(C)C)c2[N+](=O)[O-])c1 returned IMP-1 inh -3.5, OXTR ag -1.4, VIM-2 inh -2.8, FID counter 4, NS3 helicase inh -13, PHOSPHO1 inh -5, GalR3 antag -1, V1R ag counter -0.5 and GPR7 antag -9.

(listing goes on)
Screening O=C(Nc1ccc(N2CCN(C(=O)c3ccco3)CC2)cc1)c1ccccc1Br returned IMP-1 inh -2.3, OXTR ag 0.1, VIM-2 inh -0.7, FID counter -35, NS3 helicase inh -3, PHOSPHO1 inh 14, GalR3 antag -5, V1R ag counter 0.1 and GPR7 antag 7.
CN1/C(=C\C=C2/SC(=S)N(CC(=O)O)C2=O)C(C)(C)c2ccccc21 was read as IMP-1 inh 17*, OXTR ag 111*, VIM-2 inh 11*, FID counter -244, NS3 helicase inh 4, PHOSPHO1 inh -1, GalR3 antag -1, V1R ag counter 148* and GPR7 antag 17.
`O=C1CC(c2cccc(Br)c2)C2=C(COC2=O)N1` (stereo unspecified) gave IMP-1 inh -2.4, OXTR ag 0.7, VIM-2 inh -3.0, FID counter 1, NS3 helicase inh 5, PHOSPHO1 inh 24, GalR3 antag 5, V1R ag counter 2.2 and GPR7 antag -6.
O=C(Cn1c(CO)nc2ccccc21)Nc1ccccc1Cl was read as IMP-1 inh -4.3, OXTR ag -0.2, VIM-2 inh -2.5, FID counter -5, NS3 helicase inh -8, PHOSPHO1 inh 32, GalR3 antag -4, V1R ag counter 0.0 and GPR7 antag -2.
For COc1cc(C2c3[nH]c4ccccc4c3CCN2Cc2cn(C)nc2C)ccc1F (stereo unspecified) the results were IMP-1 inh -0.9, OXTR ag -1.5, VIM-2 inh -1.3, FID counter -3, NS3 helicase inh -11, PHOSPHO1 inh -2, GalR3 antag -4, V1R ag counter 0.3 and GPR7 antag -3.
`N#C/C(=C/c1ccccc1[N+](=O)[O-])c1nnc2n1CCCCC2` gave IMP-1 inh -3.6, OXTR ag 0.1, VIM-2 inh -3.6, FID counter 6, NS3 helicase inh 5, PHOSPHO1 inh 7, GalR3 antag 0, V1R ag counter -0.4 and GPR7 antag -2.
`COc1ccccc1Nc1nnc(SCC(=O)NC(=O)Nc2ccc3c(c2)OCCO3)s1` gave IMP-1 inh -4.2, OXTR ag -0.5, VIM-2 inh -0.9, FID counter -2, NS3 helicase inh 9, PHOSPHO1 inh 4, GalR3 antag -10, V1R ag counter 0.2 and GPR7 antag -5.
For COc1ccc(NC(=O)CSc2nnc(-c3cnccn3)n2C)cc1OC the results were IMP-1 inh -2.7, OXTR ag 0.2, VIM-2 inh -2.5, FID counter -15, NS3 helicase inh 11, PHOSPHO1 inh -6, GalR3 antag -7, V1R ag counter -0.2 and GPR7 antag 1.
Screening Cc1ccc(OCC(=O)N2N=C(C(F)(F)F)CC2(O)C(C)(C)C)cc1C (stereo unspecified) returned IMP-1 inh -3.7, OXTR ag 6.5, VIM-2 inh -1.9, FID counter -33, NS3 helicase inh 6, PHOSPHO1 inh 8, GalR3 antag -6, V1R ag counter 4.8 and GPR7 antag 4.
`O=C(CCn1nc(-c2ccc(Cl)cc2)c2ccccc2c1=O)NN1CCOCC1` gave IMP-1 inh -2.6, OXTR ag -2.0, VIM-2 inh -3.2, FID counter -29, NS3 helicase inh 3, PHOSPHO1 inh 27, GalR3 antag -3, V1R ag counter -1.2 and GPR7 antag -9.
Screening Clc1ccccc1C1CC(c2ccccc2)Nc2ncnn21 (stereo unspecified) returned IMP-1 inh -1.7, OXTR ag 0.0, VIM-2 inh -1.4, FID counter -18, NS3 helicase inh -1, PHOSPHO1 inh 18, GalR3 antag 4, V1R ag counter 0.4 and GPR7 antag -5.
`Cc1ccc2c(c1)CCCN2C(=O)Nc1ccc2c(c1)OCO2` gave IMP-1 inh -5.1, OXTR ag 0.5, VIM-2 inh -1.6, FID counter 5, NS3 helicase inh -3, PHOSPHO1 inh -17, GalR3 antag -6, V1R ag counter 0.4 and GPR7 antag -2.

2 successive compounds from above:
Screening Clc1ccccc1C1CC(c2ccccc2)Nc2ncnn21 (stereo unspecified) returned IMP-1 inh -1.7, OXTR ag 0.0, VIM-2 inh -1.4, FID counter -18, NS3 helicase inh -1, PHOSPHO1 inh 18, GalR3 antag 4, V1R ag counter 0.4 and GPR7 antag -5.
`Cc1ccc2c(c1)CCCN2C(=O)Nc1ccc2c(c1)OCO2` gave IMP-1 inh -5.1, OXTR ag 0.5, VIM-2 inh -1.6, FID counter 5, NS3 helicase inh -3, PHOSPHO1 inh -17, GalR3 antag -6, V1R ag counter 0.4 and GPR7 antag -2.
